Integrin act MD: integrin-mediated muscular dystrophy alleviation activation; alpha7betagal myoblasts, beta-gal FDG fluorescence, 48 h; Potency, µM (top dose mostly 38.3 µM), inactives show at the top dose activation, usual class: activators; hit rate 0.064% among 350,000;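 also: potency is read from the fitted curve at half-maximal effect; 100% = response of the positive control SU9516; nearly all actives have a fitted effect of over 60% in size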
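alpha7betagal+/- myoblasts (passage 13, 250/well) treated 48 h at 37C with compounds at 1:260 dilution of DMSO stock. Lysed, then beta-galactosidase activity read as FDG fluorescence (ex 480/em 540) after 30 min, with pre-read for autofluorescence.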
B2AR arrestin: recruits beta-arrestin to the human beta2-adrenergic receptor; P07550; beta-arrestin recruitment to beta2AR, cell-based reporter; Potency, µM (top dose mostly 46.1 µM), for the others: at the top dose activation, actives largely listed as activators; hit rate 0.02% among 330,000;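 also: potency is read from the fitted curve at half-maximal effect; 0% = DMSO controls and full agonism = EC100 isoproterenol or metaproterenol; nearly all actives have a fitted effect of over 65% in size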
Target sequence (P07550 whole entry, looked up): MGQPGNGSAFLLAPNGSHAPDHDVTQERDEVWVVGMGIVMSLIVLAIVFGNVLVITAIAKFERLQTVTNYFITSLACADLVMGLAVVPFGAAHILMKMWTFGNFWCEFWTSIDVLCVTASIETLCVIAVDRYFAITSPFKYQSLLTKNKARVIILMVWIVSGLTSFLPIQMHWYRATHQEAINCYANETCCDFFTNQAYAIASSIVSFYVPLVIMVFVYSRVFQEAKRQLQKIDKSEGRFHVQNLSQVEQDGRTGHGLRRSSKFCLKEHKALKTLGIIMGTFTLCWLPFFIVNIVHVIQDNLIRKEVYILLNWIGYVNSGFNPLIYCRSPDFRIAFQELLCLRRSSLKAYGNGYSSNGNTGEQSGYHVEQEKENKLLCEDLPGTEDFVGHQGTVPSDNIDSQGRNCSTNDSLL
ELG1 DNA repair: inhibitors of ELG1-dependent DNA repair in HEK293T cells | Potency, µM (series often up to 46.1 µM), for inactives: at the highest dose activity change, negative = inhibition, hits mostly inhibitors | hit rate 2.3% among 330,000 | HEK293T ELG1-luciferase reporter, luminescence, 16 h; DNA damage induced by 5-fluorouridine; also: potency is read from the fitted curve at half-maximal effect; % is scaled to controls: 0 for no effect and ±100 for the full control effect; nearly all actives have a fitted effect of over 55% in size
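Cells (2,000 per well) received 5-fluorouridine plus test compound or DMSO and were incubated 16 hr at 37 °C, 5% CO2. Luciferase activity was read by luminescence 30 min after ONE-Glo addition; signal suppression marked inhibition of damage-induced ELG1 function.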
A-T KAP1 phos: potential ataxia-telangiectasia treatment. […] A-T fibroblasts, KAP-1 phosphorylation AlphaLISA; neocarzinostatin DNA damage 30 min before lysis. Potency, µM (doses to about 57.5 µM), for the others: at the top dose activation, hits mostly activators. hit rate 0.19% among 320,000. AID 485349; also: potency is read from the fitted curve at half-maximal effect; % of control where 0% means no effect; nearly all actives have a fitted effect of over 45% in size
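ATM-like activity read as KAP-1 phosphorylation via AlphaLISA donor/acceptor antibody pairs after lysis and 6 hr at 25C. Cells were ATM-null patient fibroblasts ([…], hTERT), dosed 60 min, then exposed to the DSB inducer NCS for 30 min.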
MLL CXXC-DNA inh: MLL CXXC-DNA interaction inhibition; Q03164; MLL-CXXC / FITC-HOXA9 DNA fluorescence polarization; Potency, µM (titrated, usually from 115 µM), for the others: top-dose activity change, negative = inhibition, most hits filed as inhibitors; hit rate 0.037% among 290,000; AID 2662; active = well fitted inhibition curve with a large enough effect in the polarisation, with a control signal flat, not every such curve was filed as active; inconclusive = small, poorly fitted or top-dose-only effect, or effect the other way, or a change in a side signal; inactive = no such curve, though single readings can be large or run the other way; the % refers to the polarisation; also: potency is read from the fitted curve at half-maximal effect
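Fluorescence polarization: 7 uM MLL-CXXC (stock) preincubated 5 min with compounds, then 50 nM fluorescein-HOX-A9 DNA (stock) added; 30 min ambient. Buffer 50 mM Tris-HCl pH 7.5, 50 mM NaCl, 1 mM DTT, 0.05% BSA.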
p53 reactivator: restores transcriptional activity of mutant p53; AID 504706; hit rate 0.063% among 320,000; H1299 p53-A138V BP100-luciferase reporter, luminescence, 24 h; Potency, µM (series often up to 92.2 µM), without a hit: top-dose activity change, positive = activation, actives largely listed as activators; also: potency is read from the fitted curve at half-maximal effect; % of control where 0% means no effect; nearly all actives have a fitted effect of over 45% in size
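p53-null H1299 cells stably carrying temperature-sensitive p53-A138V and a BP100-luciferase reporter were pinned with compounds (4-point, 1:5 series) and held 24 hrs at 37 deg C. Luminescence was read 10 min after detection reagent.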
PTAP TSG101 blk: blocks PTAP/TSG101 interaction to inhibit HIV-1 budding. Potency, µM (highest dose often 115 µM), for inactives: top-dose activity change, negative = inhibition, most hits filed as inhibitors. AID 493005. 340,000 tested, under 10 active. Fluorescence polarization, FITC-PTAP peptide / Tsg101 binding; active = well fitted inhibition curve with a large enough effect in the main read-out, with a control signal flat, not every such curve was filed as active; inconclusive = small, poorly fitted or top-dose-only effect, or effect the other way, or a change in a side signal; inactive = no such curve, though single readings can be large or run the other way; also: potency is read from the fitted curve at half-maximal effect; % of control where 0% means no effect
Target sequence (Q99816 whole entry, looked up): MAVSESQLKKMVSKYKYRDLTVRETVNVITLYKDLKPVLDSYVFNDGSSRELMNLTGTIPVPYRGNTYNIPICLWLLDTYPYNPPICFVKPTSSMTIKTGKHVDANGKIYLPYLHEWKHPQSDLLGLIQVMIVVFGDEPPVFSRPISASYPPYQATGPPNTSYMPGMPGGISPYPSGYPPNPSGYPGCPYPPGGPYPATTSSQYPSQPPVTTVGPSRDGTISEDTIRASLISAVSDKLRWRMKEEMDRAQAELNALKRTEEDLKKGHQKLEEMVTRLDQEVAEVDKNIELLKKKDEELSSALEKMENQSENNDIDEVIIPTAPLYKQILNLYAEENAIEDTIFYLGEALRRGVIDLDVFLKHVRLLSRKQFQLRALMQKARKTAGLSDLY
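Steps: Tsg101 binding domain dispensed (10 uM final), compounds pinned in DMSO, FITC-labeled PTAP-motif peptide added (50 nM final); after 20 min binding at room temperature, polarization measured.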
BRCA1 expr up: BRCA1 expression activation; MCF7-BRCA1-FFLuc reporter, luminescence, 48 h; response scale: scaled: vehicle 0%, 10 µM genistein 100%; Potency, µM (titrated, usually from 46.1 µM), inactives show at the top dose activation, most hits filed as activators; hit rate 1.1% among 380,000; also: potency is read from the fitted curve at half-maximal effect; nearly all actives have a fitted effect of over 80% in size; some results filed as inactive show a strong effect at the top dose
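Quantitative HTS in MCF7 cells stably reporting BRCA1 expression via firefly luciferase. Compound treatment lasts 48 h at 37 °C in phenol-red free MEM. Activation is expressed relative to genistein at 10 microM and DMSO.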
TCR act: T cell receptor activation. primary human leukocytes, anti-CD3, IL-2 HTRF, 48 h. Potency, µM (doses to about 9.22 µM), for inactives: at the highest dose activation of IL-2 secretion, most hits filed as activators. 330,000 tested, under 10 active; also: % of control where 0% means no effect
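Primary human leukocytes were stimulated with a-CD3 beads plus compounds for 48 hr without co-stimulation; secreted IL-2 was quantified by HTRF using a-IL-2-K (europium cryptate) and a-IL-2-d2, excited at 320nm with acceptor emission read at 665nm.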
TRPV1 agonist: activates the human vanilloid receptor TRPV1; TRPV1-expressing cells, Fluo-8 calcium influx, agonist mode; hit rate 0.19% among 320,000; AID 540275; Q8NER1; activation, % at 8.33 µM; in the data active = activation above about 80%; inconclusive = between about 30% and that limit; also: 0% is about no effect
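Cells expressing TRPV1 were dye-loaded with Fluo-8 and read kinetically: 10 s baseline, 3 min after compound (agonist portion), then 2 min after EC20 capsaicin (allosteric enhancer portion). Calcium-bound dye fluorescence at 480/520 nm.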
* hit, by the source's call; ? = inconclusive; / = no result given; [ ] = remark or other dose. Unless noted, calls follow the shape of the dose curve; as a rule, active = well fitted curve in the direction sought with a large enough effect; inconclusive = small, poorly fitted or top-dose-only effect, or another doubt; inactive = no such curve, though single readings can be large; an effect the other way counts as inactive or inconclusive.

#1 CCOc1cccc(CN2CCC(Oc3ccc(C(=O)NCc4ccccn4)cc3)CC2)c1
#2 O=C(NC(=S)N1CCCCC1)c1cccnc1
#3 CC1CC(C)CN(C(=O)CSc2nc3ccsc3c(=O)n2Cc2ccccn2)C1 (configuration not stated)
#4 COc1ccc(-c2noc(CCC(=O)Nc3cc(OC)ccc3OC)n2)cc1
#5 CCC(=O)Nc1cc(C(=O)O)ccc1Sc1ccc(C)cc1
#6 CN1C(=O)c2ccc(C(=O)Nc3ccc(Br)cn3)cc2C1=O
#7 Cc1ccc(/C=C2\SC(=S)N(CCCC(=O)N3CCOCC3)C2=O)cc1
#8 COc1cc(C(=O)NNC(=O)CNC(=O)C2CCCCC2)ccc1OC(C)C
#9 Cc1ccc(S(=O)(=O)C(c2ccccc2)c2c(C)noc2C)cc1 (configuration not stated)
#10 COc1ccccc1NC(=O)CN1CCN(c2ccc(Cl)cc2)CC1

assay / compound	1	2	3	4	5	6	7	8	9	10
Integrin act MD	5%	0%	-5%	-25%	-25%	-14%	-60%[inhibitor]	-5%	15%	-8%
B2AR arrestin	0.3%	-0.2%	-0.9%	-0.9%	-0.1%	-0.2%	-0.4%	-1.7%	0.0%	-0.3%
ELG1 DNA repair	?	11%	?	?	-6%	-8%	13µM*	6%	-17%	-1%
A-T KAP1 phos	1%	/	1%	/	-2%	-2%	20%	-6%	-15%	10%
MLL CXXC-DNA inh	9%	9%	14%	3%	0%	-2%	23%	/	-3%	-8%
p53 reactivator	1%	0%	?	-1%	-3%	4%	6%	-2%	1%	4%
PTAP TSG101 blk	3%	0%	-8%	-1%	-1%	-11%	-1%	-6%	-3%	-2%
BRCA1 expr up	-26%	-2%	60%	-25%	-6%	-3%	-57%	32%	-31%	-27%
TCR act	7%	7%	-2%	-1%	0%	-6%	-4%	-9%	-4%[46.1 µM]	9%
TRPV1 agonist	5	0	1	-7	2	-5	16	/	29	/

#11 COCc1c(C(N)=O)nnn1-c1nonc1N
#12 CCS(=O)(=O)c1nc(S(=O)(=O)c2ccc(C)cc2)c(NCc2ccccn2)s1
#13 N=C1C(c2ccccc2)=C(O)CN1NC(=O)c1ccccc1
#14 CCCN(CC(=O)Nc1c(C)cccc1CC)C(=O)SCC
#15 Cc1ccc(S(=O)(=O)/N=C/c2ccco2)cc1
#16 COC(=O)CSc1nc2c(c(-c3ccco3)c1C#N)CCCC2
#17 COc1ccccc1-c1cccc([C@@H]2C[C@H]3[C@H](CON3C)CN2Cc2ccccc2)c1
#18 CCc1nnc(NC(=O)Cn2nnc(-c3ccccc3F)n2)s1
#19 Cc1csc2ncc(C(=O)N(Cc3ccccc3)c3ccccn3)c(=O)n12
#20 Cc1ccc(C(=O)NC(CCc2ccccc2)C(=O)O)cc1 (configuration not stated)

assay / compound	11	12	13	14	15	16	17	18	19	20
Integrin act MD	28%	28%	-1%	35%	-22%	-8%	4%	-10%	-9%	17%
B2AR arrestin	-0.7%	-0.1%	-0.1%	0.1%	-0.3%	-0.5%	/	0.0%	-0.4%	0.2%
ELG1 DNA repair	13%	?	17%	0%	6%	29%	/	13%	-4%	?
A-T KAP1 phos	-11%	0%	2%	-3%	8%	32%	/	1%	13%	10%
MLL CXXC-DNA inh	-11%	12%	5%	1%	-2%	13%	/	5%	8%	/
p53 reactivator	-3%	-5%	1%	-3%	-1%	14%	/	0%	3%	-5%
PTAP TSG101 blk	-5%	-3%	0%	-5%	-2%	-3%	-4%	-8%	3%	-2%
BRCA1 expr up	-1%	-1%	-22%	-36%	9%	-16%	-47%	3%	-3%	9%
TCR act	5%	4%	0%	-2%	4%	-21%	2%	-4%	4%	-1%[46.1 µM]
TRPV1 agonist	/	2	-3	2	0	1	/	0	-1	/

#21 Cc1cc(NC(=O)c2ccc(Cl)cc2)no1
#22 COC(=O)c1ccc(CSc2nnc(C)n2N)o1
#23 COc1ccc(CCN2CC34C=CC(O3)C(C(=O)NCc3ccccc3Cl)C4C2=O)cc1OC (configuration not stated)
#24 CCCCCCCCCCC(=O)NNC(=O)c1c(O)c2ccccc2n(CC)c1=O
#25 COc1ccccc1/C=C/C(=O)OCc1nc2ccccc2c(=O)[nH]1
#26 CCn1c(SCC(=O)NCc2ccco2)nnc1-c1c[nH]c2ccccc12
#27 CCOC(=O)CNc1nc(Cl)nc(Nc2ccc(C)cc2)n1
#28 CCOc1ccc(NC(=O)CN(C)C(=O)c2c(C)noc2C)cc1OCC
#29 Cc1ccc(NC(=O)CSc2cccc[n+]2[O-])c([N+](=O)[O-])c1
#30 CCN(C(=O)Cn1c(=O)oc2cc(S(=O)(=O)N3CCOCC3)ccc21)c1ccccc1

assay / compound	21	22	23	24	25	26	27	28	29	30
Integrin act MD	2%	-8%	1%	/	?	9%	7%	3%	-9%	-18%
B2AR arrestin	-0.2%	-1.2%	0.0%	-1.2%	-0.8%	-0.1%	-0.3%	-0.1%	0.1%	0.8%
ELG1 DNA repair	?	-1%	-16%	-8%	?	-9%	-3%	14%	-11%	?
A-T KAP1 phos	-1%	/	1%	2%	12%	-5%	20%	1%	1%	-6%
MLL CXXC-DNA inh	1%	-1%	3%	-10%	3%	0%	-2%	/	-2%	-2%
p53 reactivator	?	3%	-3%	-2%	0%	-6%	1%	9%	6%	2%
PTAP TSG101 blk	-2%	-6%	-9%	/	0%	-2%	-1%	-4%	0%	-4%
BRCA1 expr up	4µM*	-14%	4%	/	-29%	6%	7%	10%	2%	-6%
TCR act	-1%	0%[46.1 µM]	-4%	/	0%	2%	-8%	3%	0%	6%
TRPV1 agonist	26	-6	-3	1	-11	-1	3	0	-1	1

#31 Cc1ccc(-c2csc(N(CCCN3CCOCC3)C(=O)c3ccco3)n2)cc1
#32 CCCOc1ncnc2c1[nH]c1ccc(C)cc12
#33 COc1ccc(C2=NOC(Cn3nc(C(=O)NCc4ccc(C)cc4)cc3-c3ccccc3)C2)cc1 (configuration not stated)
#34 Cc1ccc(NC(=O)c2ccccc2N(C)S(=O)(=O)c2ccccc2)c(C)c1
#35 Cc1nc(-c2ccc(C(=O)Nc3cccc(F)c3)cc2)cs1
#36 CC(C)[C@H](NC(=O)C1CCC(CNC(=O)[C@@H]2CCCN2C(=O)OC(C)(C)C)CC1)C(=O)O (some centres not stated)
#37 CC1=NNC(=O)C1Cc1c(Cl)cccc1Cl (configuration not stated)
#38 C(=C\n1nnc2ccccc21)/c1ccc[nH]1
#39 COc1ccc(-n2c(Cc3cccn3C)nnc2SCC(=O)Nc2ccc(F)cc2)cc1
#40 CCN(CC)C(=O)Cn1c(=O)n(CCCC(=O)NCc2ccccc2)c(=O)c2sccc21

assay / compound	31	32	33	34	35	36	37	38	39	40
Integrin act MD	-24%	0%	-17%	-2%	25%	-11%	31%	15%	-18%	?
B2AR arrestin	-0.5%	-1.1%	0.2%	-1.0%	0.5%	-0.6%	/	-0.8%	2.5%	-0.1%
ELG1 DNA repair	?	?	?	-16%	?	14%	/	?	-20%	7%
A-T KAP1 phos	/	14%	5%	2%	1%	12%	/	11%	12%	-8%
MLL CXXC-DNA inh	4%	-12%	/	5%	30%	12%	/	/	-5%	1%
p53 reactivator	-8%	16%	13%	-4%	-8%	-1%	/	?	-10%	0%
PTAP TSG101 blk	-10%	-5%	0%	-3%	2%	-5%	-1%	2%	-1%	1%
BRCA1 expr up	-45%	?	-10%	-26%	?	2%	7%	-6%	-15%	-7%
TCR act	1%	-2%	-8%	0%[46.1 µM]	0%	1%	-4%	3%	6%[46.1 µM]	-5%
TRPV1 agonist	?	/	3	8	?	-2	/	-1	-4	0

Four entries from above in a different format.
cpd | SMILES | Integrin act MD | B2AR arrestin | ELG1 DNA repair | A-T KAP1 phos | MLL CXXC-DNA inh | p53 reactivator | PTAP TSG101 blk | BRCA1 expr up | TCR act | TRPV1 agonist
32 | CCCOc1ncnc2c1[nH]c1ccc(C)cc12 | 0% | -1.1% | ? | 14% | -12% | 16% | -5% | ? | -2% | /
33 | COc1ccc(C2=NOC(Cn3nc(C(=O)NCc4ccc(C)cc4)cc3-c3ccccc3)C2)cc1 (configuration not stated) | -17% | 0.2% | ? | 5% | / | 13% | 0% | -10% | -8% | 3
34 | Cc1ccc(NC(=O)c2ccccc2N(C)S(=O)(=O)c2ccccc2)c(C)c1 | -2% | -1.0% | -16% | 2% | 5% | -4% | -3% | -26% | 0%[46.1 µM] | 8
35 | Cc1nc(-c2ccc(C(=O)Nc3cccc(F)c3)cc2)cs1 | 25% | 0.5% | ? | 1% | 30% | -8% | 2% | ? | 0% | ?

Assay outcomes as filed in PubChem BioAssay.
